Screening results from PubChem.
JMJD2E inh – blocks human JMJD2E demethylase activity; JMJD2E catalytic domain, FDH-coupled NADH fluorescence (FDH is formaldehyde dehydrogenase); Potency, µM (top dose mostly 57.1 µM), for the others: at the highest dose activity change, negative = inhibition, usual class: inhibitors; 230,000 compounds, 1.6% hits; AID 2147; active = well fitted inhibition curve with a large enough effect, not every such curve was filed as active; inconclusive = small, poorly fitted or top-dose-only effect, or another doubt; inactive = no such curve, though single readings can be large or run the other way;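 also: 0% = wells with enzyme and -100% = buffer wells without enzyme; nearly all actives have a fitted effect of over 50% in size; many of its hits are not listed in these tables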
Target sequence (B2RXH2 1-337 limits assumed): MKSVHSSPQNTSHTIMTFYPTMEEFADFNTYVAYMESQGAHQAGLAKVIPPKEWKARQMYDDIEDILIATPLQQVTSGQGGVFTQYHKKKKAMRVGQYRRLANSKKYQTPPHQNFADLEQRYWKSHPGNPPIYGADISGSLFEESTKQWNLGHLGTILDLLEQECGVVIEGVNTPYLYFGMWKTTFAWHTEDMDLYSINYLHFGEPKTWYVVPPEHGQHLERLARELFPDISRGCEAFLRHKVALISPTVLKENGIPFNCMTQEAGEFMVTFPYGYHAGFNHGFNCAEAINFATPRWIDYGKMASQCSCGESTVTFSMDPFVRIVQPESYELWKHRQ
Luc counter – Kinase-Glo luciferase inhibition (counter-screen); Potency, µM (top dose mostly 38.3 µM), for the others: at the top dose activity change, negative = inhibition, hits mostly inhibitors; Kinase-Glo luciferase, ATP luminescence, 8 min; AID 1379; Q27757; 200,000 compounds, 0.28% hits; also: % is scaled to controls: 0 for no effect and ±100 for the full control effect; nearly all actives have a fitted effect of over 60% in size
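Recombinant Kinase-Glo luciferase, 10 uM ATP (linear range), luciferin; imidazole pH 7.2 / KCl / MgCl2 / Tween / BSA buffer; 8 min RT; luminescence.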
RECQ1 helicase – blocks DNA unwinding by human RECQ1; 240,000 compounds, 0.54% hits; RECQ1 DNA unwinding, red fluorescence kinetic read; Potency, µM (titrated, usually from 57.3 µM), for inactives: at the highest dose activity, negative = inhibition, usual class: inhibitors; AID 2549; P46063;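 also: plate controls were vehicle for no effect and no enzyme for full effect; nearly all actives have a fitted effect of over 30% in size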
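50 nM RECQ1T1 preincubated 15 min with compound in Tris pH 8.0 buffer with MgCl2, DTT, Tween-20 and 2.5 ug/ml poly(dI-dC); started with 200 nM TAMRA/BHQ-2 forked duplex and 2 mM ATP. Unwinding read as fluorescence (525/598 nm), two reads 2 h apart.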
L3MBTL1 block – blocks human L3MBTL1. Q9Y468. AlphaScreen L3MBTL1–H3K9me1 peptide binding. Potency, µM (highest dose often 57.1 µM), for inactives: at the highest dose activity, negative = inhibition, most hits filed as inhibitors. 230,000 compounds, 0.66% hits; also: % is scaled to controls: 0 for no effect and ±100 for the full control effect; nearly all actives have a fitted effect of over 60% in size
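AlphaScreen proximity signal between nickel-chelate acceptor and streptavidin donor beads (final 10 ug/mL) reports binding of 50 nM L3MBTL1 to 75 nM biotin-H3 K9me1 peptide; complex incubated with compounds 30 min at room temperature; cefsulodin titration as control.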
ALDH1A1 inh – inhibitors of human aldehyde dehydrogenase 1A1. P00352. Purified ALDH1A1, NADH fluorescence, propionaldehyde substrate. Potency, µM (highest dose often 75.3 µM), for inactives: top-dose activity, negative = inhibition, actives largely listed as inhibitors. 220,000 compounds, 7.3% hits. AID 1030; active = well fitted inhibition curve with a large enough effect, not every such curve was filed as active; inconclusive = small, poorly fitted or top-dose-only effect, or another doubt; inactive = no such curve, though single readings can be large or run the other way;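 also: plate controls were no enzyme wells and a reference inhibitor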
Target sequence (P00352 whole entry, looked up): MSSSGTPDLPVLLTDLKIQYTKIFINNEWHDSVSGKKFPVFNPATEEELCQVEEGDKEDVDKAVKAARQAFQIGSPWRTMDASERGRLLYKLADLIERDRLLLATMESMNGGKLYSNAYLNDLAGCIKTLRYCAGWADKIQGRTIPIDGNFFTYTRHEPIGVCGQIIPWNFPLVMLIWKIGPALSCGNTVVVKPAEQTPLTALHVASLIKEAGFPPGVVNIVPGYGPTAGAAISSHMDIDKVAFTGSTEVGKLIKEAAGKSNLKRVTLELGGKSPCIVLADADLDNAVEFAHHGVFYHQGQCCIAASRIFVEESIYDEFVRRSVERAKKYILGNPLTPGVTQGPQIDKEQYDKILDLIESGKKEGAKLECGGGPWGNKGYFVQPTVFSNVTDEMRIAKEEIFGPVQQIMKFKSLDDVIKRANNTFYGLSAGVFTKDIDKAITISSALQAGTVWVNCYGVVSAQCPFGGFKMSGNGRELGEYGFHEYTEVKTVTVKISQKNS
Tau fibril ThT – inhibitors of human tau fibril formation, thioflavin T binding; P10636; recombinant tau K18 P301L (four-repeat tau fragment), heparin-induced fibrillization, ThT fluorescence; Potency, µM (series often up to 57.4 µM), inactives show top-dose activity, negative = inhibition, actives largely listed as inhibitors; 270,000 compounds, 2.1% hits; AID 1460; also: % is scaled to controls: 0 for no effect and ±100 for the full control effect; nearly all actives have a fitted effect of over 55% in size
Target sequence (P10636 561-689 P618L limits assumed): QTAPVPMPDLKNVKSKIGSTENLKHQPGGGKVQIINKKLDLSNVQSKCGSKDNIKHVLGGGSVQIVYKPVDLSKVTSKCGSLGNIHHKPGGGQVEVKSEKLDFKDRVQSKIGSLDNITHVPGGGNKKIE
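Aggregation was driven by heparin (20 uM final) acting on recombinant tau […] bearing P301L in 100 mM sodium acetate pH 7; fibrils were detected with Thioflavin T.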
Lamin A splicing – changes lamin A minigene splicing in HeLa cells; HeLa LMNA splicing GFP/RFP minigene ratio, 48 h; Potency, µM (highest dose often 46.1 µM), for inactives: at the highest dose ratio change, negative = inhibition, usual class: inhibitors; 200,000 compounds, 0.01% hits; AID 1487; active = well fitted inhibition curve with a large enough effect in the signal ratio, with a control signal flat, not every such curve was filed as active; inconclusive = small, poorly fitted or top-dose-only effect, or effect the other way, or a change in a side signal; the % refers to the signal ratio; also: % is scaled to controls: 0 for no effect and ±100 for the full control effect
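Read-out is the ratio of GFP to DsRed2 object intensity, acquired by 488 nm laser-scanning cytometry on HeLa lamin A-EGFP minigene reporter cells. Compound incubation 48 hrs at 37 °C in Opti-MEM with 2% FBS; DMSO 0.5% final.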
SMN2 splice enh – SMN2 splice variant enhancement | HEK293 SMN2-luciferase splicing reporter, luminescence, 30-36 h | Potency, µM (highest dose often 46.1 µM), for the others: at the highest dose activity change, positive = activation, most hits filed as activators | 210,000 compounds, 2.8% hits | AID 1458; also: % of control where 0% means no effect; nearly all actives have a fitted effect of over 55% in size
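HEK293 cells carry an SMN2 […]–luciferase reporter in which exon 7 inclusion puts luciferase in frame. Cells were plated 10-12 h before compound addition, then incubated 30-36 h at 37C. ONE-Glo luminescence was read; sodium butyrate at 4.5 mM final served as control.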
The depositor's hits bear a star; i = inactive; ? = inconclusive; / = not tested or not shown; [ ] = another dose, or the depositor's remark. Unless noted, calls follow the shape of the dose curve; as a rule, active = well fitted curve in the direction sought with a large enough effect; inconclusive = small, poorly fitted or top-dose-only effect, or another doubt; inactive = no such curve, though single readings can be large; an effect the other way counts as inactive or inconclusive. Potency is read from the fitted curve at half-maximal effect.

Compound,JMJD2E inh,Luc counter,RECQ1 helicase,L3MBTL1 block,ALDH1A1 inh,Tau fibril ThT,Lamin A splicing,SMN2 splice enh
O=C(NCCc1ccncc1)C(F)(F)F,-1%,-2%,9%,/,10%,-10%,-3%,21%
CC[n+]1c(C)n(C)c2cc(S(=O)(=O)N(C)C)ccc21,10µM*,-4%,-2%,6%,2%,-9%,22%[46 µM],/
O=C(CCS(=O)(=O)c1cccc2nonc12)N1CCN(c2ccc(F)cc2)CC1,-6%,2%,i,-2%,?,?,-17%,-2%
Cc1cc(C)nc(N/N=C/c2ccco2)n1,0%,9%,-10%,/,4%,-6%,2%,?
C(=N\N1CCN(c2ccccn2)CC1)/c1ccco1,-8%,-14%,-3%,-14%,18µM*,2%,/,29%
CN1C(=O)C(O)(CC(=O)/C=C\c2ccc3c(c2)OCO3)c2ccccc21 (configuration not stated),-30%,-4%,i,1%,-12%,?,-16%[46 µM],-18%
CC1CCCN(Cc2nc3c(c(=O)n(C)c(=O)n3C)n2CCc2ccccc2)C1 (configuration not stated),2%,2%,3%,9%,-5%,9%,26%,-15%
COC(=O)c1ccccc1NC(=O)CNc1cc(OC)c(OC)cc1C,?,1%,12%,-14%,10µM*,?,?,-65%[inhibitor]
CN(C(=O)CSc1nnc(Nc2ccccc2)s1)C1CCS(=O)(=O)C1 (configuration not stated),0%,-11%,-7%,7%,-1%,2%,13%[9.22 µM],8%
COc1ccc(CC(=O)Nc2ccc(/C(C)=N/NC(=O)c3cccc([N+](=O)[O-])c3)cc2)cc1,4%,2%,-12%,4%,6%,-14%,-11%,-9%
CSCCC(NS(=O)(=O)c1cccs1)C(=O)NCc1ccc(C)cc1 (configuration not stated),-3%,0%,i,-3%,-13%,3%,?,0%
CC(OC(=O)Cc1n[nH]c(=O)c2ccccc12)C(=O)Nc1cccc([N+](=O)[O-])c1 (configuration not stated),5%,-1%,-3%,?,4%,-7%,/,-6%
COc1ccc(NC(=O)C2CCCCN2S(=O)(=O)c2ccc(F)cc2)c(OC)c1 (configuration not stated),0%,1%,-16%,-11%,-4%,-21%,?,-6%
CC(=O)/C(=N\Nc1ccccc1Cl)Sc1nnc(-c2ccccc2)n1-c1ccccc1,-14%,-2%,-7%,-14%,?,-5%,-3%,-5%
COc1cc(CC(=O)OCC(=O)Nc2ncc(Cl)cc2Cl)cc(OC)c1OC,-1%,-4%,i,-12%,2%,-9%,18%,-8%
O=C(NCc1ccco1)c1ccc(NC(=O)C2COc3ccccc3O2)cc1 (configuration not stated),-1%,-1%,-4%,7%[11.4 µM],?,-16%,6%,?
CN(C)CCNC(=O)/C(=C/c1ccc(-c2cccc([N+](=O)[O-])c2)o1)NC(=O)c1ccccc1,?,-2%,1%,0%,?,?,-12%,-66%[inhibitor]
CC(=O)c1cccc(NC(=O)C2C3C=CC(C4CC34)C2C(=O)O)c1 (configuration not stated),-3%,7%,0%,-1%,-11%,-4%,-2%,-2%
C=CCNC(=O)/C(=C\c1ccc(OC)cc1)NC(=O)c1ccc([N+](=O)[O-])cc1,0%,0%,-13%,13%,4%,-1%,/,14%
COc1ccccc1N1CCN(C(=O)Oc2ccccc2)CC1,-5%,-6%,-30%,/,-1%,-7%,-1%,-4%
Cc1noc(NS(=O)(=O)c2ccc(NC(=O)CSc3nc4c(cc3C#N)CCCCC4)cc2)c1C,0%,-3%,-1%,/,-4%,?,11%,8%
c1ccc(CCn2nnnc2CN2CCN(C3CCCC3)CC2)cc1,?,-2%,-2%,4%,-2%,7%,25%,-6%
CC(c1ccon1)N(C)Cc1c(C(=O)N(C)Cc2ccccc2)nc2ccccn12 (configuration not stated),-13%,0%,i,10%,-6%,0%,/,5%
CCOc1ccc(OCC)c(NC(=O)C2CCN(c3nn4c(=O)cc(C)nc4s3)CC2)c1,-1%,6%,i,-5%,-1%,-20%,2%,-5%

Of the compounds above, these contain a Cl atom:
Compound,JMJD2E inh,Luc counter,RECQ1 helicase,L3MBTL1 block,ALDH1A1 inh,Tau fibril ThT,Lamin A splicing,SMN2 splice enh
CC(=O)/C(=N\Nc1ccccc1Cl)Sc1nnc(-c2ccccc2)n1-c1ccccc1,-14%,-2%,-7%,-14%,?,-5%,-3%,-5%
COc1cc(CC(=O)OCC(=O)Nc2ncc(Cl)cc2Cl)cc(OC)c1OC,-1%,-4%,i,-12%,2%,-9%,18%,-8%

(continued)
Compound,JMJD2E inh,Luc counter,RECQ1 helicase,L3MBTL1 block,ALDH1A1 inh,Tau fibril ThT,Lamin A splicing,SMN2 splice enh
COc1ccc(-c2oc3ncn4nc(Cc5ccccc5)nc4c3c2-c2ccc(OC)cc2)cc1,?,8%,-8%,5%,?,-5%,12%,/
CCOC(=O)Cc1csc(/C(=N/O)C(N)=O)n1,-27%,3%,-5%,-6%[11.4 µM],28µM*,-16%,?,-26%
C=CCn1c(C(CC)CC)nc2ccccc21,4%,/,-1%,11%,/,4%,/,/
CCOC(=O)c1ccccc1OCc1cc(/C=N/NC(=O)c2ccncc2)ccc1OC,-1%,/,4%,-9%,/,-11%,/,/
Cc1c(C(=O)NCC2CCCO2)sc2nc(-c3ccc(F)cc3)cn12 (configuration not stated),-6%,0%,12%,1%,2%,-5%,-10%,1%
C/C(=N/NC(=O)COc1cc(C)ccc1C(C)C)C(=O)O,-26%,-1%,i,/,?,-1%,/,5%
O=C(Nc1nc(-c2cccs2)cs1)c1ccc(S(=O)(=O)N2CCCCC2)cc1,2%,-2%,-12%,-14%,?,-11%,?,-84%[inhibitor]
COc1ccc(CCNC(=O)CSc2nc(O)c(CCC(C)C)c(=O)[nH]2)cc1OC,13%,2%,-6%,-3%,?,-10%,0%,-33%[inhibitor]
O=C(NCc1cccnc1)C1c2ccccc2C(=O)N1Cc1ccccc1 (configuration not stated),-6%,4%,-3%,/,-13%,-9%,1%,16%
C=CCNC(=O)C(=O)NN=C1CCN(C)CC1,46%[activator],-1%,i,/,9%,-11%,5%,-9%
COc1ccc(OC)c(NS(=O)(=O)c2ccc(Cl)s2)c1,17%,1%,-6%,4%,5%,-5%,-25%,22%
NC(=O)NC(=O)CC1S/C(=N/N=C2\CSC(=O)N2)NC1=O (configuration not stated),54%[activator],2%,6%,?,6%,?,?,-1%
O=C(CCOc1ccccc1)NCC(c1ccco1)N1CCCCC1 (configuration not stated),-6%,-1%,3%,/,1%,-13%,14%,13%
CC1(C)CC[C@]2(C)CC[C@@]3(C)C(=CCC4[C@@]5(C)CCC(O)C(C)(C)C5CC[C@@]43C)C2C1 (some centres not stated),-2%,0%,1%,/,4%,-1%,/,3%
Cc1ccc(N(C(=O)c2sc(C)nc2C)C(C(=O)NC(C)(C)C)c2ccncc2)cc1 (configuration not stated),-12%,-1%,14%,8%,12%,-3%,14%[46 µM],/
Cc1ccc(N2CCN(S(=O)(=O)N3CCCCC3)CC2)cc1C,-5%,-1%,i,-18%,3%,-7%,/,/
O=C(NCCc1ccc(O)cc1)c1ccc(Cl)cc1,-3%,1%,-5%,9%,3%,-13%,-4%,32µM*
O=c1c2ccccc2nc(-c2ccc(Cl)cc2Cl)n1CCCn1ccnc1,3%,1%,-2%,-5%,-4%,-15%,5%,-40%[inhibitor]
COc1ccc(C)cc1N(CC(=O)NC1CCCC1)C(=O)CCC(=O)Nc1cc(C)on1,7%,0%,i,1%,16%,-7%,5%,-10%
CCCCc1ccc(NC(=O)C2CCN(S(C)(=O)=O)CC2)cc1,-5%,14%,i,0%,2%,2%,-2%,-11%
CCCCn1c(=O)n(CC(O)c2ccccc2)c(=O)c2c1ncn2C1CCCC1 (configuration not stated),-1%,5%,-7%,-17%,10µM*,3%,0%,18%
COc1ccc(NC(=S)NCCCc2ccccc2)cc1,-1%,-2%,-2%,-10%,?,-10%,?,13%
O=C(Cc1ccccc1)NNS(=O)(=O)c1ccc([N+](=O)[O-])cc1,5%,4%,3%,57%[activator],16%,0%,-7%,-22%
COc1ccc(N=C2SCC(=O)N2Cc2ccccc2)cc1,-2%,-1%,-4%,/,?,?,/,-13%
CCOc1ccccc1NC(=O)NCc1ccccc1,2%,-1%,12%,6%,6%,2%,/,0%
O=c1cc(N2CCN(Cc3ccccc3)CC2)c(-c2ccccc2)n[nH]1,-3%,0%,i,-3%,0%,-9%,?,1%
S=c1nc(-c2ccccc2Cl)n(Cc2cccnc2)c2c1CCCC2,1%,1%,-1%,-6%,6%,5%,?,0%
O=C(NC1CCCC1)c1ccc(CS(=O)(=O)c2ccc(Br)cc2)o1,10%,2%,-10%,/,-6%,-13%,-16%,-3%
CCn1cc(/C=N/NS(=O)(=O)c2ccc(OC)cc2)c(C)n1,4%,-1%,-4%,/,?,-3%,7%,0%
c1ccc2c(c1)CCN(c1ncnc3c1[nH]c1ccccc13)C2,?,-1%,i,-3%,-8%,?,?,/
CC(C)(C)NC(=O)COC(=O)CCC(=O)c1ccc(Cl)cc1,2%,2%,-6%,-5%,?,4%,-9%[46 µM],-15%
Cc1ccc(-c2cc(C(F)F)n3ncc(C(=O)N4CCN(c5cccc(C)c5C)CC4)c3n2)cc1,-27%,-1%,5%,/,?,-10%,?,-28%

An excerpt (hit frequency here may not be typical).
